TbPYK inhibitor: qHTS of Trypanosoma Brucei Inhibitors; Potency, µM (titrated, usually from 76.8 µM), inactives show at the top dose activity, negative = inhibition, actives largely listed as inhibitors; hit rate 0.12% among 410,000; TbPYK enzyme, Kinase-Glo Plus ATP luminescence, 45 min; pyruvate kinase (Trypanosoma brucei), Q57TT1; also: potency is read from the fitted curve at half-maximal effect; nearly all actives have a fitted effect of over 50% in size
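TbPYK + substrate in 50 mM TEA pH 7.2, 100 mM KCl, 10 mM MgCl2, 0.05% BSA, 0.01% Tween-20; cpd pinned; ADP 130 uM final; 45 min RT; Kinase-Glo Plus 10 min; luminescence endpoint.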
AmpC no deterg: qHTS Inhibitors of AmpC Beta-Lactamase (assay without detergent). hit rate 0.52% among 330,000. AmpC nitrocefin hydrolysis, absorbance 480 nm, 0.0001% Triton. P00811. Potency, µM (top dose mostly 57.1 µM), without a hit: top-dose activity change, negative = inhibition, usual class: inhibitors. AID 485341, 2010;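 also: potency is read from the fitted curve at half-maximal effect; plate controls were no compound for no effect and no enzyme for full effect; nearly all actives have a fitted effect of over 20% in size; some results filed as inactive show a strong effect at the top dose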
Target sequence (P00811 whole entry, looked up): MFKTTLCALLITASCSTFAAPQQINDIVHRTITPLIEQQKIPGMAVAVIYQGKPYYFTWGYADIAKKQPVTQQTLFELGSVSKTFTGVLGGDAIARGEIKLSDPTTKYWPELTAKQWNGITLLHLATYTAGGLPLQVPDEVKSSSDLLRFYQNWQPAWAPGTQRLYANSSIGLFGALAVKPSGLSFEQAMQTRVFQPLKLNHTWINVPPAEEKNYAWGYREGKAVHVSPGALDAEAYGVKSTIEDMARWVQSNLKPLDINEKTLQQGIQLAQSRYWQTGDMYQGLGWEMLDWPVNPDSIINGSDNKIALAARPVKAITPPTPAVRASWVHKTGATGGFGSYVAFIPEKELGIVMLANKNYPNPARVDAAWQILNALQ
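20 mM phosphate pH 7.0 + 0.01% (detergent screen) or 0.0001% Triton X-100; 5.3 nM AmpC reagent; cpd preinc 15 min RT; nitrocefin (800 uM stock) to start; A480 q20 s × 4 min; Activity was normalised to no-enzyme and no-compound control wells.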
HCV inhibitor: qHTS Assay for Inhibitors of Hepatitis C Virus (HCV). Huh7.5.1 HCVcc-Cre infection, luciferase reporter, 44 h. Potency, µM (series often up to 41.8 µM), inactives show at the top dose activity change, negative = inhibition, actives largely listed as inhibitors. hit rate 3.4% among 340,000. AID 651820, 2012; also: potency is read from the fitted curve at half-maximal effect
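Antiviral activity was scored by luciferase reporter output from cells infected with HCVcc-Cre (~0.5 moi) in presence of compound, 44 h infection period, cells seeded 1,000/well 4 h prior.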
AmpC inh detg: qHTS Inhibitors of AmpC Beta-Lactamase (assay with detergent). Potency, µM (doses to about 114 µM), without a hit: top-dose activity change, negative = inhibition, usual class: inhibitors. AID 485294, 2010. AmpC hydrolysis of nitrocefin, absorbance 480 nm, 0.01% Triton. hit rate 0.041% among 370,000. P00811;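 also: potency is read from the fitted curve at half-maximal effect; 0% = no-compound wells and -100% = no-enzyme wells; nearly all actives have a fitted effect of over 25% in size; some results filed as inactive show a strong effect at the top dose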
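20 mM phosphate pH 7.0 + 0.01% (detergent screen) or 0.0001% Triton X-100; 5.3 nM AmpC reagent; cpd preinc 15 min RT; nitrocefin (800 uM stock) to start; A480 q20 s × 4 min; Activity was normalised to no-enzyme and no-compound control wells.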
HCMV inh: qHTS Assay for inhibitors of the human cytomegalovirus (HCMV) | hit rate 4.5% among 410,000 | AID 1259415, 2018 | activity change, negative = inhibition, % at 57.5 µM | HFF cells, HCMV-luciferase reporter, 72 h; stronger effect = lower value; in the data active = activity change below about -60%; inconclusive = no clear call, values can overlap the other calls; inactive = above about -39%
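Two compound doses tested in HFFs infected with HCMV-luciferase, MOI 1 PFU/cell, 72 h at 37C. Lysate luminescence read with OneGlo; data normalized against buffer-only and 10uM Salinomycin inhibitor controls.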
LmPK inh: qHTS Assay for Inhibitors of Leishmania Mexicana Pyruvate Kinase (LmPK) | Q27686 | purified LmPK, Kinase-Glo ATP luminescence, 1 h | Potency, µM (titrated, usually from 57.5 µM), without a hit: at the highest dose activity change, negative = inhibition, most hits filed as inhibitors | hit rate 0.37% among 290,000 | AID 1721, 2009; also: potency is read from the fitted curve at half-maximal effect
Target sequence (Q27686 whole entry, looked up): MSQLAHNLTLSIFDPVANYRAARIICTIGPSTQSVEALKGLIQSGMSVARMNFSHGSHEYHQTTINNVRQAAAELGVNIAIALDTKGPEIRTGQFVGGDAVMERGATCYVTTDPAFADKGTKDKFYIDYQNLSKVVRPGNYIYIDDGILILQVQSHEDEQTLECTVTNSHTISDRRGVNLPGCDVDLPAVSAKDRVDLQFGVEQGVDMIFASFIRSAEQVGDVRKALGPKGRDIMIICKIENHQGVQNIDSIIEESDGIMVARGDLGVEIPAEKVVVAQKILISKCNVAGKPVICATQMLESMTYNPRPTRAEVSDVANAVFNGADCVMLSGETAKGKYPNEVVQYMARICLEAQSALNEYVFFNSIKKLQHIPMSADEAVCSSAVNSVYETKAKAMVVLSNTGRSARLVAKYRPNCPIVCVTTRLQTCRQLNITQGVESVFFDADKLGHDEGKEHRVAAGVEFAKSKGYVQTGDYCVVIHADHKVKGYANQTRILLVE
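Purified LmPK (0.1 nM) with 0.5 mM PEP and 0.1 mM ADP in imidazole buffer pH 7.2 with MgCl2/KCl, 1 h at room temperature. ATP formed was read by luciferase luminescence and normalized to no-enzyme and uninhibited controls.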
AMA1 RON2 block: qHTS for Inhibitors of AMA1-RON; Towards Development of Antimalarial Drug Lead: Primary Screen; Plasmodium falciparum AMA1 (3D7) - RON2 peptide interaction; AlphaScreen AMA1-biotinylated RON2 peptide binding; Potency, µM (highest dose often 58.2 µM), without a hit: at the top dose activity change, negative = inhibition, usual class: inhibitors; hit rate 0.2% among 360,000;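 also: potency is read from the fitted curve at half-maximal effect; 0% = vehicle wells and -100% = peptide control; nearly all actives have a fitted effect of over 45% in size; some results filed as inactive show a strong effect at the top dose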
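AMA1 (3D7) with his tag at 25 nM final met compounds first, then biotinylated RON2 peptide at 25 nM; detection used donor plus acceptor beads, 10 µg/mL apiece, read by AlphaScreen after 30 min at room temperature.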
* = called active by the depositor; ? = inconclusive; . = not tested or not shown; & = joins results of further samples; [ ] = another dose, or the depositor's remark. Unless noted, calls follow the shape of the dose curve; as a rule, active = well fitted curve in the direction sought with a large enough effect; inconclusive = small, poorly fitted or top-dose-only effect, or another doubt; inactive = no such curve, though single readings can be large; an effect the other way counts as inactive or inconclusive. Unless noted, % is scaled to controls: 0 for no effect and ±100 for the full control effect.

SMILES | TbPYK inhibitor | AmpC no deterg | HCV inhibitor | AmpC inh detg | HCMV inh | LmPK inh | AMA1 RON2 block
O=C(NC1CC1)c1ccc(-c2ccc3nccn3c2)cc1 | -8% | . | . | . | -24 | . | 2%
Cc1ccc(S(=O)(=O)Nc2cncnc2NS(=O)(=O)c2ccc(C)cc2)cc1 | -8% | . | 5% | . | -13 | . | -17%
CC(Sc1nnc(-c2ccco2)n1C)C(=O)Nc1ccc(N2CCOCC2)cc1 (configuration not stated) | -4% | -8% | 2% | -15% | -18 | . | 1%
Cc1cccc(C)c1NC(=O)CN(C)C(=O)c1ccc2c(=O)n3c(nc2c1)CCC3 | -9% | -15% | 16% | -12% | 0 | . | 2%
COc1ccc(-c2nnc3n2N=C(c2ccccc2)CS3)cc1OC | . | -11% | -3% | ? | . | -1% | .
CN1CCN(c2cn[nH]c(=O)c2Cl)CC1 | -15% | -10% | 18% | 5% | -12 | -3% | 14%
COc1ccc(C2CC(=O)c3cc(OC)c(OC)cc32)cc1OC (configuration not stated) | 4% | 26% | 5% | 7% | 25 | 0% | 4%
COc1ccc(-c2nc3c4ccccc4ccn3c2Cc2ccccc2)cc1OC | 1% | . | . | . | 67 | . | ?
CCc1ccc(CN(C)C(=O)C2CCC(=O)N(CCc3ccc(OC)cc3)C2)nc1 (configuration not stated) | 0% | 53% | -4% | -1% | -14 | 3% | 47%[activator]
O=C(Nc1nc2c(F)cccc2s1)c1ccc([N+](=O)[O-])o1 | 7% | -8% | -5% | -17% | 64 | -5% | 11%
COC(=O)CCC(=O)Nc1nccs1 | 6% | -14% | 2% | 2% | 18 | -4% | 3%
CC(C(=O)NC1CCCC1)N(c1ccc(Oc2ccccc2)cc1)S(C)(=O)=O (configuration not stated) | 3% | 0%[2.29 µM] | 6% | ? | -2 | 1% | 43%[activator]
COc1ccc(NC(=O)C(NC(=O)C2CCC(C)CC2)C(C)C)cc1 (configuration not stated) | -3% | . | . | -2% | 7 | . | .
CCCCn1c(-c2nn(C)cc2Cl)n[nH]c1=S | ? | -31% | -8% | -6% | 22 | ? | 3%
CC(CC(=O)Nc1ccc2c(c1)c(=O)n(C)n2Cc1ccc(F)cc1)c1ccccc1 (configuration not stated) | -10% | . | . | . | -26 | . | -5%
CCOc1ccc(CNC(=O)C2CCCN(S(C)(=O)=O)C2)cc1OC (configuration not stated) | 3% | ? | 26% | 2% | -6 | 6% | 2%
COC(=O)C(O)(c1ccc(N(C)C(=O)OC(C)C)cc1)C(F)(F)F (configuration not stated) | 1% | 19% | 10% | 0% | -12 | 9% | 5%
COc1ccc(NC(=O)Nc2ccon2)cc1OC | 3% | 23% | 4% | -3% | 0 | -1% | -4%
O=C(NCCS(=O)(=O)NC1CCCCC1)c1ccccc1 | -7% | -14% | 15% | ? | -24 | . | 3%
CSc1ccc(NC(=O)NCc2ccccc2)cc1 | -3% | -24% | -1% | 1% | 53 | -5% | 13%

Some of these compounds in order of SMILES length, lowest first.
SMILES | TbPYK inhibitor | AmpC no deterg | HCV inhibitor | AmpC inh detg | HCMV inh | LmPK inh | AMA1 RON2 block
COc1ccc(C2CC(=O)c3cc(OC)c(OC)cc32)cc1OC (configuration not stated) | 4% | 26% | 5% | 7% | 25 | 0% | 4%
CCOc1ccc(CNC(=O)C2CCCN(S(C)(=O)=O)C2)cc1OC (configuration not stated) | 3% | ? | 26% | 2% | -6 | 6% | 2%
CC(CC(=O)Nc1ccc2c(c1)c(=O)n(C)n2Cc1ccc(F)cc1)c1ccccc1 (configuration not stated) | -10% | . | . | . | -26 | . | -5%

Other compounds.
SMILES | TbPYK inhibitor | AmpC no deterg | HCV inhibitor | AmpC inh detg | HCMV inh | LmPK inh | AMA1 RON2 block
CC1CCN(S(=O)(=O)c2ccc3c(c2)oc(=O)n3CC(=O)NCc2ccc(F)cc2)CC1 | 4% | . | . | 1% | -97* | . | .
Cc1ccc(-n2nc3c(=O)n(CC(=O)NCc4cccs4)nc(C)c3c2C)cc1 | 4% | -11% | ? | -5% | -34 | 3% | -4%
COc1cc2c(cc1OC)CN(C(=O)c1cc(COc3ccccc3SC)on1)CC2 | 1% | . | . | . | -35 | . | 0%
COc1ccc2c(c1)C(c1ccccc1)NC(=O)C2 (configuration not stated) | -4% | -14% | 11% | -5% | -29 | . | 4%
O=C(O)C1CCCN1S(=O)(=O)c1ccc2c(c1)CCC2 (configuration not stated) | -3% | -5% | 8% | ? | -6 | 3% | ?
Cc1[nH]c2ccccc2c1SCC(=O)N1CCN(c2ccccc2)CC1 | -3% | 7% | 15% | ? | -5 | 6% | 0%
COCCNC(=O)C(=O)NCC(c1ccc2c(c1)OCO2)N1CCOCC1 (configuration not stated) | 1% | . | . | -8% | 19 | . | .
COc1ccc(NC(=O)c2cccc(N3C(=O)C4C5CCC(C5)C4C3=O)c2)cc1 (configuration not stated) | 3% | -14% | -12% | 2% | -13 | -11% | 14%
O=C(Cn1c(=O)c2c(ncn2Cc2ccccc2)n(Cc2ccccc2)c1=O)N1CCc2ccccc21 | -20% | -13% | 16% | -12% | -15 | 0% | -8%
CC(=O)N/C(=C\c1ccccc1)C(=O)OCc1cc(C)ccc1C | -7% | 12% | -30% | -2% | -29 | ? | 3%
O=C(O)c1cccc(N(CCO)CCO)c1 | -2% | -6% | 10% | -8% | ? | 0% | 3%
COc1cccc(OCC(=O)NC2CCCCCC2)c1 | -2% | -21% | 6% | -2% | 0 | . | -1%
COc1ccc(NCc2cc3cc4c(cc3n(CC(=O)Nc3ccc(C)cc3C)c2=O)OCO4)cc1 | 2% | . | . | -1% | 1 | . | .
CC(=O)Nc1ccc(SCC(=O)Nc2oc(C)c3c(C)n[nH]c(=O)c23)cc1 | -5% | -16% | -7% | -17% | 2 | . | 2%
COc1ccc(C(=S)N2CCN(c3ccccc3C)CC2)cc1OC | -18% | . | -13% | . | -9 | . | ?
Cc1cc(SCC(=O)NCc2ccc(F)cc2)nc(=O)[nH]1 | 2% | . | . | 5% | 0 | . | .
Cc1ccc2nc(COC(=O)c3cnccn3)cc(=O)n2c1 | 5% | -14% | 9% | . | -18 | . | -23%
CCN(CC(=O)Nc1c(F)cccc1F)C(=O)CCc1nc2cc(S(=O)(=O)N3CCOCC3)ccc2n1C | 0% | 2% | 4% | ? | -24 | . | -2%
CCc1ccc(S(=O)(=O)Nc2cc3c(cc2N2CCOCC2)n(C)c(=O)c(=O)n3C)cc1 | -6%&3% | 8% | -2% | -11%&0% | -16&27 | 1% | 1%
COCc1c(C(=O)OCC(=O)N2c3ccccc3NC(=O)C2(C)C)oc2ccccc12 | 0% | -7% | ? | -12% | 7 | 0% | 8%
O=C(CN1C(=O)S/C(=C\c2ccccc2Cl)C1=O)NC1C=CS(=O)(=O)C1 (configuration not stated) | -5% | -27% | ? | 0% | -67* | 0% | 12%
Cc1ccc(C23CC4CC(CC(C(=O)NC(C)C(=O)O)(C4)C2)C3)cc1 (configuration not stated) | -14% | -3% | 36%[activator] | -4% | 12 | -2% | 16%
COc1ccc(OCC(=O)Nc2cc(NC(=O)COc3ccc(OC)cc3)cc(C(=O)O)c2)cc1 | 0% | 10% | 10% | -12% | -17 | -3% | -2%
COc1cccc(NC(=O)CN(c2ccc(C)cc2)S(=O)(=O)c2c(C)nn(C)c2C)c1 | 2% | 96%[activator] | 21% | -14% | 66 | 5% | 3%
CC1(C(=O)NS(=O)(=O)C2CC2)CCCN(C(=O)c2cccc(Cl)c2)C1 (configuration not stated) | 3% | . | . | . | -21 | . | 12%
CC1(C(=O)NCCC(F)(F)F)Cc2c(-c3cccc(C(F)(F)F)c3)ccnc2O1 (configuration not stated) | -8% | . | . | . | -19 | . | 4%
COc1ccc(CCN(C)Cc2nc(Cc3ccc(OC)c(OC)c3)no2)cc1OC | 3% | 128%[activator] | ? | -1% | -12 | -8% | 4%
Cc1ccc(C(=O)NCC(=O)OCC(=O)c2ccccc2)s1 | -10% | -21% | -2% | 1% | -12 | . | -6%
Cc1ccc(-c2nnn(CC(=O)N(CCCO)C(C(=O)NC3CCCC3)c3ccc(F)cc3)n2)o1 (configuration not stated) | 1% | 24% | -26% | 1% | ? | -3% | -18%
Cc1ccc(NN2C(=O)C=C(c3ccc(Cl)cc3)C2=O)cc1 | -6% | -46% | -22% | -2% | 236 | 4% | -5%
Cc1cccc(NC(=O)CN2C(=O)CSc3ccc(S(=O)(=O)N4CCCC4)cc32)c1C | -2% | . | . | 17% | -38 | . | .
O=C(c1nc2ccccn2c1CNCCCn1ncc2ccccc21)N1CCOCC1 | -1% | 3% | 20% | 0% | -2 | 1% | 6%
COc1ccc2c(-c3ccc(S(N)(=O)=O)cc3)c(-c3ccc(S(C)(=O)=O)cc3)sc2c1 | 1% | 1% | 25µM* | . | -27 | . | 12%
O=C1NC2(CCCCC2)N=C1c1ccc(Br)cc1 | 2% | -18% | 1% | -13% | 2 | -1% | 15%
Cc1ccc(NC(=O)c2csc(-c3ccccc3)c2C)cc1 | -5% | -22% | -2% | -13% | -13 | -15% | -23%
CC1CCCCN1CC(=O)Nc1sccc1C#N (configuration not stated) | -12% | -14% | 5% | 6% | 35 | -7% | 31%[activator]
Cn1c(=O)c2c(nc(N3CCCCCC3)n2CCSc2nc3ccccc3o2)n(C)c1=O | -2% | -7% | 1% | -5% | 5 | 6% | 3%
CC(=O)CC1(O)C(=O)Nc2ccccc21 (configuration not stated) | -2% | 28% | 7% | -7% | 0 | 6% | 1%
C[C@H](NC(=O)c1ccc(Cl)cc1)C(=O)OCn1nnc2ccccc2c1=O | 0% | -17% | 9% | . | 6 | . | 0%
COc1ccc(-c2nc(C)c(CCNC(=O)c3cccc(C)c3)s2)cc1OC | -4% | . | . | -7% | 54 | . | .
Cc1cccc([C@@H]2[C@@H]3C(=O)N(Cc4ccccc4)C(=O)[C@@H]3[C@]3(C)C(=O)N(c4cccc(F)c4)C(=O)N23)c1 | -1% | 84%[activator] | 25% | -2% | -14 | . | 1%

High-throughput results as filed in PubChem BioAssay.
